Compound activity deposited in PubChem by Sanford-Burnham Center for Chemical Genomics.
A3A deaminase: inhibitors of human APOBEC3A DNA deaminase | 330,000 tested, 0.41% active | inhibition, % at 20 µM | P31941 | recombinant A3A, FAM/TAMRA ssDNA deamination fluorescence;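 active = at least 40% inhibition at 20 µM here, with at most 30% in a related deaminase screen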;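 note: plate controls were A3A with DMSO for no effect and wells lacking A3A enzyme for full effect; some results filed as inactive read as strong as hits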
Target sequence (P31941 whole entry, looked up): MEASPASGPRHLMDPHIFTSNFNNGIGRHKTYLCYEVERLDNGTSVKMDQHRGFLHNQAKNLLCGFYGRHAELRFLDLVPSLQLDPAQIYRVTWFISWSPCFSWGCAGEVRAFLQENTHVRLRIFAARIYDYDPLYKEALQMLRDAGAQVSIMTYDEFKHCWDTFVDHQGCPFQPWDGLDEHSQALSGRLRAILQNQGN
APOBEC3G inh: blocks human APOBEC3G single-stranded DNA deamination | Q9HC16 | recombinant A3G, ssDNA deamination FAM/TAMRA fluorescence | inhibition, % at 20 µM | 330,000 tested, 0.28% active | AID 493012;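 active = inhibition of at least 40% at 20 µM, with no more than 30% in the related APOBEC3A deaminase screen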;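 note: plate controls were DMSO wells with A3G for no effect and wells lacking A3G enzyme for full effect; some compounds called inactive have numbers as strong as hits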
Target sequence (Q9HC16 whole entry, looked up): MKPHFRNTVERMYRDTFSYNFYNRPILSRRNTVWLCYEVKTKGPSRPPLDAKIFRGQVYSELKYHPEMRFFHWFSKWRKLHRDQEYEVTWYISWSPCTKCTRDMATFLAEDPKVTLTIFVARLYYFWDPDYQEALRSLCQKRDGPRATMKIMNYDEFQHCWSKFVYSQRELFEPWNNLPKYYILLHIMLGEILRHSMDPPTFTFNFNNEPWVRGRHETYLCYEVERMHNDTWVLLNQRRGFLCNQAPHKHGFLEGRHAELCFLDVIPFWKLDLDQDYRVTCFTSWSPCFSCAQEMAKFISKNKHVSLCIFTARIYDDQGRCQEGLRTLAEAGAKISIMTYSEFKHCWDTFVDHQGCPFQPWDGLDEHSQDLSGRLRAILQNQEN
An asterisk follows results filed as active. This is a subset, so the mix of outcomes need not match the whole.

Preview:
entry	SMILES	A3A deaminase	APOBEC3G inh
1	Nc1cc(=O)[nH]c(SCC(=O)Nc2nc3ccc([N+](=O)[O-])cc3s2)n1	1	-4
2	Cc1nc(NC(=O)c2ccccc2)sc1-c1csc(Nc2cccc(Cl)c2)n1	-5	-8

Results, previewed entries included:
entry	SMILES	A3A deaminase	APOBEC3G inh
1	Nc1cc(=O)[nH]c(SCC(=O)Nc2nc3ccc([N+](=O)[O-])cc3s2)n1	1	-4
2	Cc1nc(NC(=O)c2ccccc2)sc1-c1csc(Nc2cccc(Cl)c2)n1	-5	-8
3	CC(=O)OC[C@H]1O[C@H](C/C=N/O[C@@H](C)c2cn([C@H](CO)Cc3ccccc3)nn2)C=C[C@@H]1OC(C)=O	-1	-11
4	Cc1cccc(NC(=O)CSc2nnc(NC(=O)CN3CCCCC3)s2)c1	5	-1
5	COc1ccc(CNC(=O)Cn2ncn3cccc3c2=O)cc1	-2	-5
6	CCCc1cc(=O)oc2c3c(c(Cl)cc12)OCN(CCCO)C3	0	-3
7	COc1cc(S(=O)(=O)Nc2cccc(C)c2)ccc1N=Cc1c(C)[nH]n(-c2ccccc2)c1=O	1	55*
8	N#Cc1c(NC(=S)NC(=O)c2ccccc2)sc2c1CCN(CCc1ccccc1)C2	-24	-47
9	N#CC1=C(N)SC(N)=C(C#N)C1c1ccoc1	88	90
10	COc1ccc(O)c(N)c1	32	55
11	CC(CCCCC(=O)Nc1ccc(C(F)(F)F)cc1)NCCc1cnc[nH]1 (stereo not drawn)	-3	4
12	CC(Oc1ccc(Br)cc1)C(=O)Nn1c(=S)[nH]c2ncccc2c1=O (stereo not drawn)	-4	-7
13	Cc1ccc(C)c(Oc2coc3cc(OCC(=O)Nc4ccccc4C(C)C)ccc3c2=O)c1	-3	-9
14	C/C(CC(=O)Nc1ccccn1)=N\NC(=O)c1ccccc1	0	2
15	O=C1N=C(C=c2ccc(=Cc3[nH]c(=O)[nH]c3O)cc2)C(=O)N1	-6	-3
16	Cc1cc(C)nc(/N=C2\NC(=O)CC(C(=O)O)N2c2ccc(F)c(Cl)c2)n1 (stereo not drawn)	-3	-6
17	CCOc1ccc(S(=O)(=O)n2nnc3ccccc32)cc1C(C)C	-4	2
18	NNC(=O)CCc1nc2ccccc2[nH]1	-1	1
19	CCOc1ccccc1C(=O)Nc1cc(C(=O)NCC(C)C)ccc1Cl	2	-3
20	COC(=O)c1[nH]c2cc(OC)ccc2c1NC(=O)CN1CCOCC1	-1	-3
21	COc1cc(OC)cc(C(=O)Nc2ccc(S(=O)(=O)Nc3cc(C)nc(C)n3)cc2)c1	-4	-6
22	N#CC1=C(Nc2ccccc2)SC=C(c2ccc(F)cc2)N=C1N1CCOCC1	-3	-8
23	On1c2c(c3c4nonc4ccc31)CCCC2	-2	-6
24	CCCn1c(SCC(=O)N2CCCCC2)nnc1-c1ccccn1	-5	-11
25	C/C(CCN1CCCCc2nc(C)c(C)cc21)=N\O[C@H](C)c1cn([C@H](CO)Cc2ccccc2)nn1	-3	-7

Following part
entry	SMILES	A3A deaminase	APOBEC3G inh
26	Cc1cc(C)nc(SCC(=O)Nc2ncccn2)n1	-2	-2
27	COc1ccccc1-n1cnnc1SCC(=O)Nc1cccc(S(=O)(=O)N2CCCCC2)c1	2	-7
28	CCOC(=O)C1=C(C)N(CCCC(=O)O)C(=O)NC1c1ccc(Br)cc1 (stereo not drawn)	-8	-14
29	CC(C)CC(=O)Nc1cccc(C(C)O)c1 (stereo not drawn)	-2	-8
30	CC1(OC(=O)CCc2ccccc2)C(=O)C=C2C=C(c3ccsc3)OC=C2C1=O (stereo not drawn)	7	1
31	CCOC(=O)COn1c(=O)c(-c2ccc(OC)c(OC)c2)[n+]([O-])c2ccccc21	-2	-3
32	Cc1ccc(NC(=O)CSc2nnc(-c3cccs3)o2)cc1S(=O)(=O)N(C)C	1	7
33	O=C1NC(Cc2ccccc2)c2nc3ccc(F)cc3c(=O)n2-c2cc(Cl)ccc21 (stereo not drawn)	-4	-8
34	O=C(NCCN1CCOCC1)c1cccn2c(=O)c3c4c(sc3nc12)CCCC4	-8	-5
35	CNC(=S)N(CCc1c(C)[nH]c2ccc(Cl)cc12)Cc1cccs1	-5	-4
36	O=C(C1CCN(S(=O)(=O)c2cccc3cccnc23)CC1)N1CC=C(c2ccccc2)CC1	3	0
37	COC(=O)C1=C(C)N(CCc2cc(OC)c(OC)c(OC)c2)C(=O)N[C@H]1c1cccs1	2	3
38	COc1ccc(-c2cc(C(F)(F)F)c(C#N)c(SCC(=O)O)n2)cc1OC	-2	-6
39	CCOC(=O)c1cc2c(ccn2-c2ccc(F)cc2)n1CC(=O)NC(C)(C)C	-2	-5
40	C/C=C/C=C/[C@H]1Cc2cc(O)cc(O)c2O1	21	4
41	COc1ccc(N(CC(=O)N/N=C/c2ccc3c(c2)OCO3)S(=O)(=O)c2ccccc2)cc1	-4	-7
42	CC(C)CCNC(=O)c1ccc(Cl)c(NC(=O)c2ccccc2F)c1	-3	-7
43	C[N+](C)(C)C(Cc1c[nH]c2ccccc12)C(=O)[O-] (stereo not drawn)	0	-3
44	Cc1cc(C)n(-c2nc(Nc3ccccc3C)nc(-n3nc(C)cc3C)n2)n1	3	4
45	COC(=O)c1cc(COc2ccc3c4c(c(=O)oc3c2)CCC4)c(C)o1	0	-2
46	CC(=O)c1cc2c(cc1NS(=O)(=O)c1ccccc1C)OCO2	0	5
47	CCOC(=O)CC1C(=O)NCCN1c1nc2ccc(C)cn2c(=O)c1/C=C1\SC(=S)N(C(C)CC)C1=O (stereo not drawn)	-8	-21
48	O=C1NC(Cc2ccccc2)c2nc3cc(Cl)ccc3c(=O)n2-c2cc(Cl)ccc21 (stereo not drawn)	0	-4
49	CCCc1nc(SCC(=O)Nc2cc(Cl)ccc2OC)c2c(=O)n(C)c(=O)n(C)c2n1	-4	-6
50	COc1ccc(CN2CCN(CCCc3ccccc3)CC2)c(OC)c1	2	-4

A section of the results above:
entry	SMILES	A3A deaminase	APOBEC3G inh
48	O=C1NC(Cc2ccccc2)c2nc3cc(Cl)ccc3c(=O)n2-c2cc(Cl)ccc21 (stereo not drawn)	0	-4
49	CCCc1nc(SCC(=O)Nc2cc(Cl)ccc2OC)c2c(=O)n(C)c(=O)n(C)c2n1	-4	-6
50	COc1ccc(CN2CCN(CCCc3ccccc3)CC2)c(OC)c1	2	-4

(cont.)
entry	SMILES	A3A deaminase	APOBEC3G inh
51	CCOC(=O)N1CCc2c(sc(NC(=O)c3ccc(Cl)s3)c2C(N)=O)C1	0	-6
52	Cc1cc2cc3c(=O)[nH]c(=O)[nH]c3nc2cc1C	8	20
53	O=C(O)C1Nc2ccc(OC(F)(F)F)cc2C2C=CCC12 (stereo not drawn)	93	74
54	O=C(c1cccc([N+](=O)[O-])c1)c1ccc2c(c1)C(=O)N(c1c[nH]c(=O)[nH]c1=O)C2=O	-6	0
55	Cc1c(N/C(=N/S(=O)(=O)c2ccc(Cl)cc2)c2ccccc2)c(=O)n(-c2ccccc2)n1C	0	-5
56	CCC(CC)C(=O)Nc1cc(Cl)ccc1C	0	-3
57	O=C(Nc1cccc(Br)c1)c1ccc(OC2CSC2)cc1	-1	-7
58	CC(=O)Nc1cccc(C2=CC(c3ccco3)n3ncnc3N2)c1 (stereo not drawn)	-2	-7
59	CC1(C)O[C@@H]2[C@@H](CO[C@@]3(COS(N)(=O)=O)OC(C)(C)O[C@@H]23)O1	-1	-10
60	CCOC(=O)N1CCC(N2C(=O)c3ccccc3C2Nc2ccc(S(=O)(=O)N3CCCCC3)cc2)CC1 (stereo not drawn)	-2	-5
61	COc1ccc(C(=O)Nc2ccc(N3CCN(C(C)=O)CC3)cc2)cc1[N+](=O)[O-]	-4	-9
62	COc1ccccc1CNC(=O)c1cc2c(=O)[nH]c3ccccc3c2n1C	0	-6
63	CC(NC(=O)c1ccccc1)c1nc2ccccc2n1Cc1ccccc1F (stereo not drawn)	-3	-4
64	CC(C)(C)c1ccc(/C([O-])=C(/C(=S)NCc2ccco2)[n+]2ccccc2)cc1	7	9
65	CC(C)(C)OC(=O)N1CCC2(CC1)Oc1ccc(F)cc1C(=O)C21CC(c2ccc(Cl)cc2)=NO1 (stereo not drawn)	-2	-7
66	C#CCOCCOCCOCCNc1nc(N2CCN(C(=O)C([C@@H](C)CC)n3cc(C(N)CO)nn3)CC2)nc(N2CCN(C(=O)[C@H](CCC(=O)O)n3cc(C(N)[C@H](C)CC)nn3)CC2)n1 (stereo partly drawn)	0	-5
67	c1ccc2oc(-c3ccc(Nc4nc(N5CCCC5)nc(N5CCOCC5)n4)cc3)nc2c1	1	3
68	Cc1ccc(-n2[nH]c(C)c(C=Nc3ccc(S(=O)(=O)N4CCOCC4)cc3)c2=O)c(C)c1	-3	-4
69	O=C(OCc1cccc([N+](=O)[O-])c1)c1cc(=O)[nH]c2ccccc12	-4	-17
70	CCOC(=O)c1c(C)[nH]c(C(=O)OCC(=O)c2c(N)n(C)c(=O)n(C)c2=O)c1C	-4	-8
71	CCCCn1c(NC(=O)c2ccc(F)cc2)c(C#N)c2nc3ccccc3nc21	-16	-20
72	COc1ccc(-c2cc(C(F)(F)F)n3ncc(C(=O)Nc4c(C)n(C)n(-c5ccccc5)c4=O)c3n2)cc1	0	-2
73	COc1ccc(CN=Nc2cc(C)nc(NS(=O)(=O)c3ccccc3Cl)n2)cc1	0	-6
74	CC(=O)c1cc2c(cc1NC(=O)c1ccccc1C)OCO2	-1	-2
75	CC(=O)Nc1ccc(C(=O)OCC(=O)NCc2ccc(Cl)cc2)cc1	5	-7

Additional structures.
entry	SMILES	A3A deaminase	APOBEC3G inh
76	CCOC(=O)c1sc(/N=C/c2c(C)[nH]n(-c3ccccc3)c2=O)c(C#N)c1C	-1	-3
77	C/C(CCN1CCc2nc(-c3ccccc3)c(-c3ccccc3)cc2C1)=N\O[C@H](C)c1cn([C@H](CO)Cc2ccccc2)nn1	-5	-7
78	Cc1ccc(S(=O)(=O)N2C(=O)/C(=C3\SC(=S)NC3=O)c3ccccc32)cc1	-5	-6
79	CCN(CC)S(=O)(=O)c1ccc2c(c1)c(=O)c(C(=O)NCc1ccc3c(c1)OCO3)cn2C	-1	-7
80	COc1ccc(/C(O)=C2/C(=O)C(=O)N(c3ncccn3)C2c2ccc(C(C)(C)C)cc2)cc1 (stereo not drawn)	-4	-10
81	Cc1cc(C)n2nc(CCCCc3nc4nc(C)cc(C)n4n3)nc2n1	-2	-6
82	O=C(CCCn1c(=O)c2ccccc2n(Cc2cccc(F)c2)c1=O)NC1CCN(Cc2ccccc2)CC1	-1	-7
83	Cn1nc(-c2ccc(Cl)cc2)nc2c(=O)n(C)c(=O)nc1-2	-3	-1
84	CCOC(=O)c1ccc(NC(=O)Nc2cc(C)cc(C)n2)cc1	-3	-5
85	O=C(CSc1nc2[nH]ncc2c(=O)[nH]1)c1ccc(Cl)cc1	0	-4
86	CCNc1nc(NC(C)C)nc(ON=C(C)C)n1	1	-3
87	Nc1ccccc1NC1=CC(=O)CC(c2ccccc2)C1 (stereo not drawn)	-3	-9
88	COC(=O)[C@@]1(Cc2ccc(OC)cc2)[C@H]2c3cc(C(=O)N4CCCC4)n(C[C@H](O)CO)c3C[C@H]2CN1C(=O)c1ccccc1	0	-2
89	CCC1=NNc2cccc3c(OC)ccc1c23	2	60*
90	O=C1C(=O)N(CCN2CCOCC2)C(c2cccnc2)/C1=C(/O)c1ccccc1 (stereo not drawn)	6	-1
91	N#CC(C(=O)OC1CCCCC1)c1nc2ccccc2nc1N1CCCCC1 (stereo not drawn)	2	4
92	CCOC(=O)CC1C(=O)NCCN1C(=O)c1cc2c(=O)n3ccccc3nc2s1 (stereo not drawn)	2	-1
93	Cc1cc(=O)c2cc3nc(-c4cccnc4)oc3c(Br)c2o1	25	20
94	Cc1[nH]c(=O)[nH]c(=O)c1/C=N\NC(=O)CCc1ccc(OC(C)C)cc1	0	-8
95	COc1ccc(-c2oc3c4c(cc(OC)c3c(=O)c2CC=C(C)C)OC(C)(C)C=C4)c(OC)c1	-2	-8
96	Cc1ccc(S(=O)(=O)c2ccccc2)cc1S	-6	-8
97	CCOC(=O)c1cnc(-n2nc(C)cc2C)nc1NNc1cc(-c2ccccc2)nc(C)n1	-3	8
98	Cc1ccc(S(=O)(=O)NCCc2nnc3ccc(SCC(=O)Nc4nc5ccccc5s4)nn23)cc1	-1	-1
99	O=C(COc1cccc2c1CCN(Cc1ccccc1F)C2=O)N1CCOCC1	-5	-5
100	CC(C)c1cccc(C(C)C)c1NC(=O)c1ccc(OCC(=O)NCc2ccccc2)cc1	2	-6

Other results follow:
entry	SMILES	A3A deaminase	APOBEC3G inh
101	Cc1cc(NC(=O)c2ccc(S(=O)(=O)N3CCOCC3)cc2)nc2c1c(=O)oc1ccccc12	1	-2
102	C=CCOC(=O)C1=C(C)Nc2[nH]c(=O)[nH]c(=O)c2C1c1cccc(OC)c1 (stereo not drawn)	-3	-4
103	COC(=O)CCC(=O)OC1(C)C(=O)C2=CN(CCCCO)C(c3ccc(OC)cc3)=CC2=C(Br)C1=O (stereo not drawn)	5	-9
104	NC1=CC(=O)c2cccc3cccc1c23	-1	-3
105	CCOc1cc(/C=C2\C(=O)N(c3cccc(C(=O)O)c3)N=C2C(F)(F)F)ccc1OCC(=O)Nc1ccccc1OC	-1	-5
106	CC1(OC(=O)c2cccs2)C(=O)C=C2C=C(c3ccc(C#N)cc3)OC=C2C1=O (stereo not drawn)	2	-6
107	Cc1ccc(CN2CCc3c(OCC(=O)Nc4cc(C)ccc4C)cccc3C2=O)cc1	0	-5
108	Cc1ccc(OC(=O)c2cccc(C(=O)Oc3ccc(C)cn3)n2)nc1	-2	-6
109	CC1CCN(c2nc3ccccc3nc2N2CCC(C)CC2)CC1	0	-1
110	COCc1cc(C)nc(N/N=C/c2ccc(-c3cc(C(=O)O)ccc3Cl)o2)c1C#N	13	1
